Compound activity from PubChem BioAssay.
LYP act = activators of human LYP (PTPN22) phosphatase; 96,000 tested, 0.11% active; recombinant LYP, DiFMUP fluorescence; 0 = plate median, 100 = signal doubled; activation, % at 2 µM; Q9Y2R2;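 active = activation at 2 µM above a set limit, the mean plus 5 SD, cut at about 37% in these data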
F-actin modifier = modifiers of cytoskeleton assembly; inhibition, % at 2 µM; HUVEC TNFa F-actin phalloidin imaging, high content; 91,000 tested, 0.18% active;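 active = inhibition above the batch mean plus 3 SD and confirmed as a hit by visual image inspection, cut at about 30% in these data, passing the limit was not always enough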; note: strong numbers were not always called active
FAK blocker = inhibitors of human focal adhesion kinase | Q05397 | biochemical FAK kinase activity assay | inhibition, %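 (tested at 7 µM)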 | 97,000 tested, 0.84% active | AID 727; in the data active = inhibition above about 19%;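 note: 0% = DMSO and 100% = reference compound high control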
PLK1 PBD inh = Plk1 (human) PBD binding inhibition; AID 693; 97,000 tested, 0.13% active; Plk1 PBD phosphopeptide binding, fluorescence polarization; P53350; inhibition, %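 (tested at about 20 µM)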; in the data active = inhibition above about 34%, passing the limit was not always enough
HIV Rev-RRE inh = HIV Rev-RRE protein-RNA interaction inhibition | P05866 | Rev peptide-RRE RNA binding, FRET | inhibition, % at 8 µM | 97,000 tested, 0.79% active;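 active = inhibition above the screen-wide mean plus 3 SD, cut at about 35% in these data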;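 note: 0% = median DMSO wells and 100% = median Neomycin B control wells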
Target sequence (P05866 whole entry, looked up): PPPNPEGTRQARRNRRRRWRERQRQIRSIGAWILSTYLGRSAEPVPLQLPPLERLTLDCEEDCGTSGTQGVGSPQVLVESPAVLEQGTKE
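Test system – labelled RRE RNA duplex and labelled Rev peptide · Reagent – labelled Rev peptide · Doses – one concentration, 8 µM nominal · Incubation – 5 + 15 min at 25 °C · Signal – FRET fluorescence readout · Read-out basis – % inhibition of FRET ratio versus controls · Control set – DMSO wells as 0% and neomycin B wells as 100% inhibition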
EphB4 ephrin blk = blocks human EphB4 binding to ephrin-B2; P54760; EphB4 LBD / TNYL-RAW-Alexa532 peptide, fluorescence polarization; inhibition, % at 7 µM; 97,000 tested, 0.15% active; AID 720;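 active = inhibition above the screen-wide mean inhibition plus 3 SD, cut at about 15% in these data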;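 note: 0% = DMSO wells and 100% = excess unlabeled TNYL-RAW peptide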
Target sequence (P54760 whole entry, looked up, the tested form may be a part): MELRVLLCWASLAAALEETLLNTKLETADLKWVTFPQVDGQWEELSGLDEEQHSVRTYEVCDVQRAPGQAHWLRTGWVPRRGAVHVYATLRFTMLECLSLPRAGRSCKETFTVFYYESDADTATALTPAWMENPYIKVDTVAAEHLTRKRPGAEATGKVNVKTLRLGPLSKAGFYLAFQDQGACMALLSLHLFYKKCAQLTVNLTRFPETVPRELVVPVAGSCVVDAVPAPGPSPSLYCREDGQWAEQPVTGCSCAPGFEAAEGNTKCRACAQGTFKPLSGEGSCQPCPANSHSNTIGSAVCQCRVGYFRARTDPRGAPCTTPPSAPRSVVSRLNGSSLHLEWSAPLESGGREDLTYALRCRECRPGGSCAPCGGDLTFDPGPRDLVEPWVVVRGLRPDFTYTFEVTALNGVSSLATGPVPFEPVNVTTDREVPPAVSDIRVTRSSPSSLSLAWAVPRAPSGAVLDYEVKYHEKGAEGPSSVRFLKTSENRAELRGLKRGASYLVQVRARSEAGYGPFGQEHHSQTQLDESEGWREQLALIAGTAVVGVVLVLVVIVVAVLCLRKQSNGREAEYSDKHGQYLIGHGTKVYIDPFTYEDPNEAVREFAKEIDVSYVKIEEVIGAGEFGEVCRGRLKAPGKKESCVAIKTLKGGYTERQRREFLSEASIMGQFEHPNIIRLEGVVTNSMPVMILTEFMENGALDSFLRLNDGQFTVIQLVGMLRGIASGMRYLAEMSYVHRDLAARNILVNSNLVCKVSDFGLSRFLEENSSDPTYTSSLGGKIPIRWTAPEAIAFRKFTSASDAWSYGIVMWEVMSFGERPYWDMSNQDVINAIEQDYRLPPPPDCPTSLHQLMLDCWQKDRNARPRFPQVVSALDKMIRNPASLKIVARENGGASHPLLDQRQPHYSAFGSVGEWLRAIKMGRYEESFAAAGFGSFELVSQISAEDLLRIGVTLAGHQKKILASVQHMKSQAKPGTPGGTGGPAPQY
LYP inh 2 = inhibitors of human LYP (PTPN22) phosphatase | Q9Y2R2 | recombinant LYP catalytic domain, DiFMUP fluorescence | inhibition, % at 2 µM | 96,000 tested, 0.21% active;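 active = inhibition at 2 µM at or above a set limit, the screen mean plus 3 SD, cut at about 24% in these data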;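 note: 0% = DMSO with enzyme and 100% = enzyme fully blocked by orthovanadate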
Pyk2 oligo antag = Pyk2 (human) oligomerization antagonism. Q293 cells, Pyk2 FERM NanoBiT luminescence; hits give low values. z-score (the deposit names both 25 µM and 10 µM). Q14289. 99,000 tested, 0.83% active. AID 1347419;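 active = Z-score of -3 or lower, scaled per plate to the spread of control and sample wells; inactive = z-score above -3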;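 note: negative z-score means lost luminescence so less FERM oligomerization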
PLK1 inh = blocks human PLK1 kinase activity; inhibition, % at 10 µM; P53350; 97,000 tested, 0.53% active; AID 619; recombinant PLK1 kinase, TR-FRET peptide phosphorylation;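 active = inhibition of 50% or more in the single-concentration screen; inactive = inhibition below 50%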;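 note: 0% = DMSO max control and 100% = H-89 dihydrochloride min control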
Numbers without * were called inactive; . = no result given.

SMILES	LYP act	F-actin modifier	FAK blocker	PLK1 PBD inh	HIV Rev-RRE inh	EphB4 ephrin blk	LYP inh 2	Pyk2 oligo antag	PLK1 inh
O=S(=O)(c1ccc2oc3ccccc3c2c1)N1CCOCC1	6	.	-1	-25	6	7	-5	-1.3	3
COc1ccc(N(CC(=O)N2c3ccccc3CC2C)S(=O)(=O)c2c(C)noc2C)cc1 (stereo not given)	-3	.	-2	-10	8	1	2	-1.7	-9
CCCOc1ccc(C2C(=O)N(C3CCCCC3)CC(=O)N2CCCOCC)cc1OC (stereo not given)	13	10	-2	16	1	1	-14	0.17	-2
O=C(O)CCC(=O)N1CCc2cc(S(=O)(=O)N(CCc3ccccc3)Cc3ccccc3)ccc21	4	.	-2	-33	4	-3	0	-1.1	-2
CC(=O)Nc1ccc(S(=O)(=O)NCC2CCC(C(=O)NCCC3=CCCCC3)CC2)cc1 (stereo not given)	-7	.	-3	-8	12	5	9	-0.77	10
CCCCSc1nnc(-c2cc(Br)ccc2N)c(=O)[nH]1	-19	-9	-5	-3	5	1	16	-0.53	-15
COc1ccc(CCn2c(NCc3ccco3)nc3c2c(=O)[nH]c(=O)n3C)cc1	-2	10	0	1	0	-9	-1	0.32	10
CCOC(=O)Cc1cc(=O)n2[nH]c(C)c(-c3ccc(OC)cc3)c2n1	-6	12	-4	21	-4	1	9	0.23	-13
O=[N+]([O-])c1ccc(N2CCCCC2)cc1N1CCOCC1	9	-22	-9	1	-1	2	-4	.	-15
CCCCOCCCNC(=O)N[C@H](C(=O)OC)C(C)C	2	12	-7	-49	-3	6	-3	0.05	-22
O=C(O)CSCC(=O)NCc1ccccc1	8	-29	6	12	6	9	-11	0.62	-3
COc1ccc(OC)c(Nc2nc(N)nc(-c3cc4ccccc4o3)n2)c1	0	10	-1	-21	2	-3	-5	-1.3	-12
CCOc1ccc(C(=O)N[C@H](C(=O)O)C(C)C)cc1	8	-11	0	8	-1	3	-8	1.4	-5
Cc1ccc(CNC(=O)C2(NC(=O)Nc3ccc(C)cc3)CCCCC2)cc1	10	-8	-4	-12	6	-6	-6	-0.54	-2
COc1ccc2c(c1)cc(C(=O)O)n2C	-1	3	-1	-23	3	-1	-3	0.63	-12
CC(=O)Nc1ccc(SCC(=O)N(CCC#N)c2cc(C)cc(C)c2)cc1	11	-6	0	-4	7	5	-14	0.24	-11
O=C1c2cc(S(=O)(=O)NCCCO)ccc2-c2ccc(S(=O)(=O)NCCCO)cc21	9	-9	-2	-12	12	4	-8	1.2	-3
O=C(NC1CCN(Cc2nnnn2CCc2ccccc2)CC1)c1ccccc1F	5	4	-3	3	-1	-2	-8	0.69	-8
CCCCN1CCc2c1nc1ccc(Br)cc1c2N	2	-2	3	-32	9	4	-1	1.8	8
CCOC(=O)C1=C(O)C(=O)N(c2ccc(S(N)(=O)=O)cc2)C1c1ccccc1 (stereo not given)	9	-18	-6	2	0	4	-6	-2.1	-4
COC(=O)[C@H](Cc1ccccc1)NC(=O)N1CCN(Cc2ccccc2)CC1	2	-22	4	-2	6	6	-4	0.44	-9
COC(=O)c1cc2n3ccccc3c(C)c(-c3ccccc3)c-2c1C(=O)OC	-8	6	1	4	10	6	8	-0.34	-6
CN1CCN(C(=O)C2CC(c3c(F)cccc3Cl)=NO2)CC1 (stereo not given)	-2	.	-2	-9	8	8	6	-0.15	-4
CN(CC(=O)Nc1ccc(F)c(F)c1F)c1cnccn1	-7	.	3	-14	3	2	8	.	-8
CC(C)Cn1cc(C(=O)NCc2cccs2)c2c3ccccc3n(C)c2c1=O	11	-48	2	15	-7	-5	-14	-0.16	-5
Later entries
SMILES	LYP act	F-actin modifier	FAK blocker	PLK1 PBD inh	HIV Rev-RRE inh	EphB4 ephrin blk	LYP inh 2	Pyk2 oligo antag	PLK1 inh
COc1ccc(C2Nc3ccccc3C(=O)N2c2ccc(C)cc2)cc1Cn1nnc2ccccc21 (stereo not given)	-11	-12	8	-20	1	5	14	-2.1	-5
COc1ccc(Nc2nc(CC(C)=O)ns2)cc1OC	-4	25	-2	26	3	2	2	-0.71	-6
CC(C)CNC(=O)COc1ccc2c3c(c(=O)oc2c1)CCC3	-6	0	3	9	2	3	7	0.95	-6
O=C(O)C1CC(=O)N(c2ccc(OCc3ccccc3Cl)cc2)C1 (stereo not given)	5	-12	-6	-16	2	4	-2	0.12	-1
C=CCc1ccc(OCCCCN2CC(C)OC(C)C2)c(OC)c1 (stereo not given)	-3	.	-1	17	9	-2	4	0.75	2
CSc1nc(Oc2ccc(C)cc2)cc(C(F)(F)F)n1	2	12	6	3	8	2	2	-0.18	3
O=C(/C=C/c1ccc(Cl)cc1)N1CCN(c2ncccn2)CC1	8	-17	0	-2	-4	2	-8	.	-12
c1ccc2c(c1)ncn2Cc1nnc2sc(-c3ccncc3)nn12	51*	33	3	-1	2	0	-56	-0.04	-14
O=C(OCc1nc2ccccc2c(=O)[nH]1)c1cccs1	3	18	0	-21	7	-8	-3	0.59	-13
O=C(O)C1CCCN(S(=O)(=O)c2ccc(Cl)s2)C1 (stereo not given)	4	4	1	22	7	-7	-6	.	-14
CCCC(C)NC(=O)c1ccc2[nH]c3c(c2c1)CC(C)CC3 (stereo not given)	0	15	-1	14	-8	-4	3	-0.85	-14
N#CC1=C(N)NC(SCc2ccc(F)cc2)=C(C#N)C12CCCCC2	-3	20	-2	-12	3	12	7	-1.4	-16
O=C(NCc1cccnc1)c1ccc2c(=O)n(CCCN3CCCC3=O)c(=S)[nH]c2c1	10	-19	-1	-1	-2	2	-13	-0.19	-19
CCC(=NC(CC)CO)C1=C(O)CC(C)(C)CC1=O (stereo not given)	6	-17	-1	-20	0	-7	-8	0.78	-1
Cc1n[nH]c(=S)c2nn(-c3ccccc3F)c(C)c12	9	-30	14	-10	9	-2	-14	0.26	33
O=C(c1ccccc1)c1cnc(Nc2ccccc2Cl)s1	2	.	3	-19	9	-3	0	-2.2	-15
COc1ccc(CCNC(=O)CSc2nnc(CNc3ccc(Cl)cc3)o2)cc1OC	-3	-34	0	-8	10	-1	6	1.6	-12
CCCCOC(=O)c1ccc(NC(=S)NC(=O)c2c(Cl)cnn2C)cc1	1	20	0	-12	5	3	2	0.69	-11
Cc1cc(C)nc(NC(=O)/C=C/c2ccccc2Cl)n1	10	40	-2	-9	2	4	-4	0.56	1
COc1ccc(CN(C)CCc2ccccn2)cc1OC	2	-1	0	4	8	-1	0	-0.01	-8
CCOC(=O)c1cnc(SC)nc1Oc1cccc(NS(=O)(=O)c2ccc(C)cc2)c1	4	-10	1	-6	12	-3	-6	-0.24	-15
COc1cc(C(=O)Nc2nc3ccc(C)cc3s2)ccc1OCc1c(C)noc1C	-14	9	-4	-24	-1	4	16	-0.98	-5
Cc1ccc(O)c(NC(=O)COc2cc(C)ccc2C)c1	-3	-15	0	-5	5	-4	4	-1.5	-6
Cc1cc(N2CCN(c3ccccn3)CC2)n2cc(-c3ccccc3)nc2n1	-3	22	3	-12	4	16*	1	-1.2	-3
CC(C)(C)NC(=S)Nc1ccc(Br)cc1	2	6	8	17	5	-4	-2	3	-11
Carrying on:
SMILES	LYP act	F-actin modifier	FAK blocker	PLK1 PBD inh	HIV Rev-RRE inh	EphB4 ephrin blk	LYP inh 2	Pyk2 oligo antag	PLK1 inh
Cc1ccc(C(c2nnnn2CCc2ccccc2)N2CCC(C)CC2)cc1 (stereo not given)	-1	6	0	-23	9	2	2	-0.75	-18
Cc1cccc(-n2c(N)cc(=O)nc2SCC(=O)Nc2nnc(C)s2)c1	-9	.	0	8	10	4	9	-0.3	-6
Cc1cccc(NC(=S)NC2CC3CCCC(C2)N3Cc2cccs2)c1C (stereo not given)	1	0	-6	-2	-4	-8	2	-0.23	-8
CCc1ccc(CNC(=O)C2CCCN(c3nc4ccccc4o3)C2)cc1 (stereo not given)	2	-15	0	-7	5	1	-1	0.56	-16
CCOC(=O)c1c(C)nc2c(c1-c1cc(OC)ccc1OC)C(=O)c1ccccc1-2	1	22	-1	-10	1	-5	-3	-2.2	-18
Nc1nncn1C(=O)c1cccs1	5	54	0	-10	9	0	-6	-0.31	57*
CCS(=O)(=O)N1CCN(C2CCC(c3ccccc3)CC2)CC1 (stereo not given)	1	-20	1	26	2	-2	-2	0.29	6
COc1ccc(CNc2nn[nH]n2)cc1OC	12	5	-2	9	4	1	-12	-0.85	0
Cc1ccc(S(=O)(=O)N(CC(=O)N2CCOCC2)C2CCCCC2)cc1	-1	-7	2	4	-3	-2	-2	-0.17	-10
O=C(O)c1cccc(CSc2nnc(COc3ccccc3)o2)c1	15	18	-2	-20	2	-5	-18	0.66	-8
COc1ccc(C2C(C(=O)c3ccc(C)o3)=C(O)C(=O)N2c2cc(C)on2)cc1OC (stereo not given)	-2	-1	-3	-26	4	5	-1	0.01	-6
Cc1cccc(OCCOCCN2CCOCC2)c1C	10	-35	-7	-16	0	-4	-12	-0.44	1
C=CCNC(=O)CSc1nc2sc(C)c(C)c2c(=O)[nH]1	2	-3	-1	-33	6	-1	-4	.	-17
CN1C(=O)C(=O)N(CC(=O)N2CCc3ccccc32)C1=O	0	9	-1	-3	10	7	3	-0.13	12
COc1cc(S(=O)(=O)Nc2ccccn2)ccc1F	2	.	-1	23	6	8	1	0.49	-11
Cc1ccc(-c2nc(SCC(=O)NCCN3C(=O)CSC3=O)[nH]c2-c2ccc(C)cc2)cc1	-1	14	6	-25	2	4	-2	.	-8
C/C(=N\NC(=O)c1cc(C2CC2)nc2ccccc12)c1ccc(C)s1	0	-9	-1	-6	4	-6	-1	0.36	-8
O=C(NCCO)c1scc2c1OCCO2	6	-8	-4	-7	5	2	-7	-0.15	-8
Cn1ncc([N+](=O)[O-])c1C(=O)Nc1ccc2c(c1)OCCO2	3	5	0	-10	5	1	0	0.47	-5
COc1ccc(S(=O)(=O)Nc2cccc(NC(C)=O)c2)cc1	2	-1	-2	3	7	-10	-3	0.22	-15
COc1ccc(S(=O)(=O)Nc2ccccc2)cc1OC	6	-16	-14	-9	6	-2	-6	-0.08	-5
Cc1ccccc1NC(=O)CC(O)(C(F)(F)F)C(F)(F)F	-1	-2	-1	11	6	7	5	0.45	-5
Cc1onc(-c2ccccc2)c1C(=O)NCC1CCCO1 (stereo not given)	0	3	1	18	1	1	0	0.54	-9
COc1ccc2c(c1)c1nc3ccccc3nc1n2CCn1c(=O)oc2ccccc21	-2	23	7	-24	9	6	5	-0.25	-1
CC(NC(=O)CC12CC3CC(CC(C3)C1)C2)C(=O)O (stereo not given)	5	-9	0	-18	11	9	-3	0.32	-8
COc1cc(NC(=O)c2cc3c(C)nc4ccccc4c3o2)cc(OC)c1OC	-5	4	-1	-9	-2	0	4	.	4
COc1ccc(/C(O)=C2\C(=O)C(=O)N(Cc3ccco3)C2c2ccc(OC)cc2OC)cc1 (stereo not given)	1	-10	-2	26	-4	-7	3	0.79	-43
Cc1cc(C)c2c(c1)c(C)cc1nnc(SCC(=O)NCc3ccco3)n12	0	-37	0	6	1	5	0	1.1	-3

Pulled by compound from the entries so far:
SMILES	LYP act	F-actin modifier	FAK blocker	PLK1 PBD inh	HIV Rev-RRE inh	EphB4 ephrin blk	LYP inh 2	Pyk2 oligo antag	PLK1 inh
N#CC1=C(N)NC(SCc2ccc(F)cc2)=C(C#N)C12CCCCC2	-3	20	-2	-12	3	12	7	-1.4	-16
CN1C(=O)C(=O)N(CC(=O)N2CCc3ccccc32)C1=O	0	9	-1	-3	10	7	3	-0.13	12
Cc1ccc(CNC(=O)C2(NC(=O)Nc3ccc(C)cc3)CCCCC2)cc1	10	-8	-4	-12	6	-6	-6	-0.54	-2

Entries listed above marked active in PLK1 inh.
SMILES	LYP act	F-actin modifier	FAK blocker	PLK1 PBD inh	HIV Rev-RRE inh	EphB4 ephrin blk	LYP inh 2	Pyk2 oligo antag	PLK1 inh
Nc1nncn1C(=O)c1cccs1	5	54	0	-10	9	0	-6	-0.31	57*
